NCOA1 inh – human NCOA1 inhibition. Q15788. HEK293 GAL4-SRC1 luciferase reporter, luminescence. inhibition, % at 3.6 µM. 0.12% of 360,000 active;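 active = inhibition above the campaign mean plus 3 SD, with each screening campaign given its own cutoff, cut at about 60% in these data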;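 note: 0% = DMSO treated cells and 100% = gossypol at 36 µM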
CF NFkB block – inhibitors of cystic fibrosis induced NF-kB | KKLEB NF-kB-GFP reporter, PAF-induced, GFP fluorescence overnight | inhibition, % at 5 µM | 0.86% of 360,000 active | AID 588850;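 active = at least 50% inhibition at 5 µM, scaled per plate between neutral and stimulator controls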;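 note: PAF is a Pseudomonas aeruginosa culture filtrate used as stimulus; plate controls were PAF-stimulated DMSO wells for no effect and unstimulated DMSO wells for full effect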
COUP-TFII inh – inhibitors of human COUP-TFII (NR2F2) | P24468 | HEK293T NGFI-A luciferase reporter, luminescence | inhibition, % at 8.6 µM | 0.7% of 370,000 active | AID 686940;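 active = inhibition above a per-plate cutoff, mean inhibition of test wells between control levels plus 3 SD, cut at about 38% in these data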;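 note: cells cotransfected with COUP-TFII expression vector driving the NGFI-A reporter; 0% = median of COUP-TF2 test wells and 100% = reporter-only cells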
LRH-1 inv ag – suppresses constitutive activity of human LRH-1. inhibition, % at 3.6 µM. 0.13% of 360,000 active. O00482. HEK293T StAR-luciferase reporter, LRH-1 transfected, 24 h;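 active = inhibition above the mean inhibition of all tested compounds plus 3 SD, cut at about 73% in these data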;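 note: 0% = DMSO wells and 100% = reporter-only cells lacking LRH-1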
C8 TRAIL sens – caspase-8 TRAIL sensitization | NB7+C8 cells + TRAIL, ATPlite viability luminescence | inhibition (viability loss, TRAIL sensitization), % at 10 µM | 1% of 360,000 active | AID 624354;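 active = compounds causing at least 50% loss of cell viability in the single-dose screen, relative to plate controls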
TROY NFkB inh – blocks TROY-dependent signaling in reporter cells. Q293 LMP1-TROYcd NF-kB luciferase reporter, 4 h. inhibition, % at 10 µM. 0.98% of 360,000 active. AID 1347056;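 active = compounds whose plate-normalised and pattern-corrected inhibition of the luciferase reporter signal at the single screening dose is 50% or more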
SRC3 inh – inhibits human SRC3 coactivator; HEK293 GAL4-SRC3 luciferase reporter, luminescence; inhibition, % at 3.6 µM; 0.17% of 360,000 active;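 active = inhibition above a per-campaign cutoff, the mean of all compounds plus 3 SD, cut at about 60% in these data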;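 note: 0% = DMSO-treated cells and 100% = gossypol-treated cells at 36 µM; higher means less SRC3-driven luciferase light from the GAL4 reporter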
KKLEB cytotox – counter-screen for CF NF-kB inhibitors: cytotoxicity | activity change (cytotoxicity), % at 5 µM | 0.36% of 360,000 active | KKLEB CF airway cells viability, ATPlite luminescence, overnight; hits give low values; cells stimulated with P. aeruginosa culture filtrate;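 active = corrected activity change at or below -50% at 5 µM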
Shn3 inh set2 – Schnurri-3 reporter inhibition in Clone20 osteoblasts; Clone20 osteoblast Shn3 3'UTR firefly luciferase, 24 h; inhibition, % at 12.5 µM; 0.52% of 360,000 active; AID 588674;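 active = mean inhibition of at least 75% with every replicate also reaching 75%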;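 note: 0% = median of neutral control wells and 100% = pilot-screen positive control compound; some compounds past the cut are filed as inactive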
TWEAK Fn14 block – TWEAK-Fn14 signaling inhibition | TWEAK-stimulated Fn14 reporter cells, luciferase luminescence, 8 h | inhibition, % at 10 µM | 2% of 360,000 active; in the data active = inhibition above about 50%
EBV LMP1 NFkB – Epstein-Barr LMP1 NF-kappaB reporter inhibition. inhibition, % at 12.5 µM. LMP1-induced NF-kappaB luciferase reporter cells, luminescence. AID 504558. 0.69% of 350,000 active; in the data active = inhibition above about 41%;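 note: 0% = neutral control wells and 100% = reference inhibitor control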
Starred values were filed as active, the others as inactive; . = no result given.

SMILES	NCOA1 inh	CF NFkB block	COUP-TFII inh	LRH-1 inv ag	C8 TRAIL sens	TROY NFkB inh	SRC3 inh	KKLEB cytotox	Shn3 inh set2	TWEAK Fn14 block	EBV LMP1 NFkB
COc1cc(O)cc(O)c1C(=O)/C=C/c1ccccc1	-16	52*	-33	15	14	4	-20	-12	-6	78*	-3
Cc1csc2c(SCC(=O)NNS(=O)(=O)c3cccc(C(F)(F)F)c3)ncnc12	-29	11	8	-7	9	12	16	7	1	0	0
OC(CNCCCCNCC(O)C(F)(F)F)C(F)(F)F (stereo unspecified)	-4	2	-5	-8	-2	-18	8	9	4	7	2
Cc1cccc(NC(=O)N(Cc2nc3ccccc3c(=O)[nH]2)C2CCCC2)c1	3	-6	4	-27	-4	-12	5	3	-50	-17	-15
CC(=O)NC(CCS(C)(=O)=O)C(=O)Nc1ccccc1C (stereo unspecified)	-6	-8	-1	12	-4	-1	-10	4	5	26	-2
COc1ccc(Nc2ncccc2C(=O)Nc2ccccc2)cc1	-7	-4	-1	4	-7	-14	13	5	4	2	3
CC1CC/C(=C\c2ccc3c(c2)OCO3)C(=O)/C1=C/c1ccc2c(c1)OCO2 (stereo unspecified)	1	-5	6	-17	-2	0	-25	-4	14	10	-17
CCCCOc1nc2ccccc2nc1C(C#N)S(=O)(=O)c1ccccc1 (stereo unspecified)	-7	21	-9	6	1	45	12	2	-8	13	1
COc1ccc(NC(=O)CNC(=O)c2nn(-c3ccc(OC)cc3OC)c(=O)c3ccccc23)c(OC)c1	-3	-11	-21	-2	2	-8	9	-2	14	5	0
COc1ccccc1C(=O)NC(=O)COc1cc(Cl)ccc1Cl	-9	7	-16	9	-3	0	16	-10	0	-19	14
CCCCN(C(=O)CSc1nnc(-c2ccc(Cl)cc2)o1)c1c(N)n(CC(C)C)c(=O)[nH]c1=O	6	-11	3	-2	-4	-21	-1	2	-14	1	5
O=S(=O)(N/N=C/c1ccc2c(c1)OCCO2)c1ccc(Cl)cc1	11	18	.	-7	12	-30	6	-23	0	20	-2
CC(C)(C)n1nnnc1C(c1cc2ccccc2o1)N1CCOCC1 (stereo unspecified)	.	.	-21	28	12	-1	.	.	.	-2	.
O=C(CSc1nc2cc(C(=O)O)ccc2c(=O)n1-c1ccc(F)cc1)Nc1ccc(F)c(F)c1F	6	2	2	-16	1	17	4	7	-23	2	0
O=C(c1ccc(S(=O)(=O)N2CCC(c3nc4ccccc4s3)CC2)cc1)N1CCOCC1	-5	5	-16	-12	-7	12	-8	10	44	6	5
O=C1C2CCCN2C(c2ccccc2F)N1c1ccc(Cl)cc1 (stereo unspecified)	6	8	-14	23	-4	1	-6	-9	10	0	-7
O=C(O)CCC(=O)NNc1nc(-c2ccccc2)c2cc(Cl)ccc2n1	12	-13	-3	1	-7	-44	-3	10	8	6	1
O=C(NCCCNCc1ccccc1)c1ccncc1	10	1	12	0	4	-12	1	9	9	12	-2
O=C(N/N=C/c1ccc(F)cc1)c1c(O)c2ccccc2[nH]c1=O	-3	46	-5	-12	34	13	-2	-44	-35	42	29
COCCn1c(SCC(=O)Nc2cc(C)on2)nc2c(c1=O)SC(C)C2 (stereo unspecified)	9	-1	-16	13	-10	-1	17	2	11	-16	-2
CN(C)S(=O)(=O)n1cc(/C=C(\NC(=O)c2ccccc2)C(=O)N2CCCC2)c2ccccc21	4	-4	5	11	-7	2	-12	17	-1	-27	9
COc1cc(NC(=O)[C@@H]2O[C@H](CO)[C@@H](O)[C@H]2O)cc(OC)c1OC	-26	0	1	11	9	-16	5	-6	-5	6	.
Cc1ccc(N/C=C/C(=O)c2ccccc2)cc1Br	-103	-10	-36	-148	44	-6	-134	-25	-62	9	-69
CCCCCC(=O)N1C[C@@H](n2cc(-c3ccc(F)cc3)nn2)[C@H](O)C[C@@H]1c1ccc(Cl)cc1	18	2	13	9	25	23	-4	-20	-18	23	10
CCCOc1ccc(C2c3c(oc4ccccc4c3=O)C(=O)N2CCCN2CCOCC2)cc1 (stereo unspecified)	6	4	10	0	18	-4	7	-5	10	-11	-1
CCOC(=O)c1ccc(NS(=O)(=O)c2c(C)nc3sccn3c2=O)cc1	1	24	-16	-4	14	14	2	-13	6	-4	-4
CCOC(=O)c1c(S(=O)(=O)NCC(=O)Nc2ccc(C)cc2)c(C)n(C)c1C	-1	3	2	0	-1	-7	-15	-4	-3	-3	-8
CCCN1C(=O)/C(=C/c2ccc(C)o2)SC1=Nc1ccc(OCC)cc1	-10	13	2	-34	8	-2	-5	-6	0	6	-2
O=C(O)C1CCCCC1C(=O)Nc1ccc(F)c(F)c1 (stereo unspecified)	-6	-4	5	-32	1	-7	17	4	2	16	0
Cc1oc2ccc(Br)cc2c(=O)c1-c1nn[nH]n1	-12	5	0	6	-1	1	10	0	4	30	-8

Grouped by structure, those above containing a CF3 group.
SMILES	NCOA1 inh	CF NFkB block	COUP-TFII inh	LRH-1 inv ag	C8 TRAIL sens	TROY NFkB inh	SRC3 inh	KKLEB cytotox	Shn3 inh set2	TWEAK Fn14 block	EBV LMP1 NFkB
Cc1csc2c(SCC(=O)NNS(=O)(=O)c3cccc(C(F)(F)F)c3)ncnc12	-29	11	8	-7	9	12	16	7	1	0	0
OC(CNCCCCNCC(O)C(F)(F)F)C(F)(F)F (stereo unspecified)	-4	2	-5	-8	-2	-18	8	9	4	7	2

Remaining list, next part
SMILES	NCOA1 inh	CF NFkB block	COUP-TFII inh	LRH-1 inv ag	C8 TRAIL sens	TROY NFkB inh	SRC3 inh	KKLEB cytotox	Shn3 inh set2	TWEAK Fn14 block	EBV LMP1 NFkB
CCS(=O)(=O)Nc1cccc(C2=NN(S(=O)(=O)c3ccccc3)C(c3ccco3)C2)c1 (stereo unspecified)	0	-27	14	0	31	4	4	-3	-8	-1	1
C[C@H](CO)N1C[C@H](C)[C@@H](CN(C)S(=O)(=O)c2cn(C)cn2)OCc2cn(nn2)CCCC1=O	6	14	12	-4	-8	-5	-11	-6	9	7	1
Cc1nn(CC(=O)N2CCCCCC2)c(=O)c2cc3occc3n12	19	-10	9	6	-4	12	-3	1	-3	10	-4
O=C(Nc1ccccc1)[C@@H]1CC=C[C@@H]2CCN(Cc3ccc(Cl)c(Cl)c3)C(=O)[C@@H]21	-10	-18	18	8	-17	14	-3	0	40	28	-2
Cc1cc(C)cc(CC(=O)N2CCC2(C)C(=O)NS(=O)(=O)c2ccc(C#N)cc2)c1 (stereo unspecified)	10	-17	-1	11	-7	3	3	2	-16	10	.
O=C(CN1C(=O)NC2(CCCCC2)C1=O)Nc1ccccc1N1CCCCC1	-1	-23	15	-7	-9	4	1	24	10	-8	1
CCOc1ccc(NC(=O)CN(C)C(=O)c2cn(-c3ccc(C)cc3)nc2-c2cccc(OC)c2)cc1OCC	2	3	11	-3	25	2	8	-3	16	13	3
CS(=O)(=O)N1CCC(C(=O)Nc2c(F)cccc2F)CC1	7	-26	6	7	3	-7	13	19	4	3	5
Cc1ccc([N+](=O)[O-])cc1NC(=O)C(C)N1CCCCC1 (stereo unspecified)	-2	-18	11	14	-1	-2	27	7	9	-6	3
Cc1noc(C)c1C(=O)OCC(=O)Nc1cccc(F)c1	0	-2	1	-12	4	18	3	-3	14	-12	0
COc1ccc(OC)c(NC(=O)CN(c2ccc(OC)c(Cl)c2)S(C)(=O)=O)c1	3	-8	-12	-22	-6	-11	-7	0	19	-7	3
Cc1noc(C)c1C(=O)Nc1nc(-c2ccc(F)c(F)c2)cs1	-9	7	5	-13	-1	-6	-9	4	16	-1	1
Cc1ccc(NC(=O)CN(C)C(=O)C(C)OC(=O)c2ccccc2NCCO)cc1 (stereo unspecified)	10	-8	16	4	-5	-5	9	14	-61	-5	-1
O=C(NCc1nnnn1-c1ccc(Cl)cc1)C(=O)c1c[nH]c2ccccc12	-7	8	-3	21	-4	1	-6	-6	2	7	-5
Cn1ncc2c(Sc3ccc(Cl)cc3)ncnc21	-6	41	9	5	31	-24	-8	-10	-28	25	11
CN1CCN(C(=S)c2cn(Cc3ccccc3F)c3ccccc23)CC1	-7	6	-9	-6	-1	-12	-1	-20	-4	-10	0
COc1ccccc1NC(=O)C(=O)NCC1COc2ccccc2O1 (stereo unspecified)	-4	0	-15	35	-9	-28	19	-12	-17	-8	-9
CC(NC(=O)c1cc(S(=O)(=O)N(C)C)ccc1Cl)C1CC2CCC1C2 (stereo unspecified)	15	8	25	0	3	-2	5	3	-5	-2	-8
Cc1ccccc1C(=O)Nc1c2c(nn1C(C)(C)C)CS(=O)(=O)C2	-9	17	7	11	-10	5	-18	-4	3	9	-4
CNC(=O)N(c1ccccc1)c1ccccc1	-11	-5	-2	9	-8	3	-8	8	-52	-4	-1
C=C1CC[C@@H]2[C@](C)(CO)[C@H](O)CC[C@@]2(C)[C@@H]1/C=C/C1=CCOC1=O	-19	6	-5	-1	3	21	-4	-3	0	22	4
O=C1NC(=Nc2ccccc2Cl)S/C1=C\c1cccc([N+](=O)[O-])c1	0	34	-5	7	-15	70*	-12	-23	10	10	10

Structures listed so far with an aryl methoxy group:
SMILES	NCOA1 inh	CF NFkB block	COUP-TFII inh	LRH-1 inv ag	C8 TRAIL sens	TROY NFkB inh	SRC3 inh	KKLEB cytotox	Shn3 inh set2	TWEAK Fn14 block	EBV LMP1 NFkB
COc1cc(O)cc(O)c1C(=O)/C=C/c1ccccc1	-16	52*	-33	15	14	4	-20	-12	-6	78*	-3
COc1ccc(Nc2ncccc2C(=O)Nc2ccccc2)cc1	-7	-4	-1	4	-7	-14	13	5	4	2	3
COc1ccc(NC(=O)CNC(=O)c2nn(-c3ccc(OC)cc3OC)c(=O)c3ccccc23)c(OC)c1	-3	-11	-21	-2	2	-8	9	-2	14	5	0
COc1ccccc1C(=O)NC(=O)COc1cc(Cl)ccc1Cl	-9	7	-16	9	-3	0	16	-10	0	-19	14
COc1cc(NC(=O)[C@@H]2O[C@H](CO)[C@@H](O)[C@H]2O)cc(OC)c1OC	-26	0	1	11	9	-16	5	-6	-5	6	.
CCOc1ccc(NC(=O)CN(C)C(=O)c2cn(-c3ccc(C)cc3)nc2-c2cccc(OC)c2)cc1OCC	2	3	11	-3	25	2	8	-3	16	13	3
COc1ccc(OC)c(NC(=O)CN(c2ccc(OC)c(Cl)c2)S(C)(=O)=O)c1	3	-8	-12	-22	-6	-11	-7	0	19	-7	3
COc1ccccc1NC(=O)C(=O)NCC1COc2ccccc2O1 (stereo unspecified)	-4	0	-15	35	-9	-28	19	-12	-17	-8	-9

Compound activity as filed in PubChem BioAssay.

A portion of the library (hit frequency here may not be typical).
